Source: PubChem BioAssay
Giardia kill: kills Giardia lamblia. Giardia lamblia trophozoite viability. 340,000 tested, 0.15% active. activity change, % at 7.66 µM, hits read low; in the data active = activity change below about -80%; inconclusive = between about -30% and that limit;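 note: parasites exposed to compound for two days anaerobically before the ATP read; % is set by controls: 0 for no effect and ±100 for the full control effect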
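Giardia lamblia trophozoites (100 cells/well) were incubated with compounds for 48 h at 37 deg C under anaerobic conditions. Viability was read as ATP content by one-step luminescence after 15-30 min at room temperature.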
a7 integrin act: activates integrin-mediated alleviation for muscular dystrophy | alpha7betagal myoblasts, beta-gal FDG fluorescence, 48 h | 350,000 tested, 0.064% active | AID 624291 | Potency, µM (series often up to 38.3 µM), without a hit: top-dose activation, most hits filed as activators;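 note: potency is the fitted concentration of half-maximal effect; 100% = response of the positive control SU9516; nearly all actives have a fitted effect of over 60% in size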
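Alpha7betagal+/- myoblasts (passage 13) were plated 16-24 hr, then exposed to compounds (1:260 dilution of DMSO stock) for 48 hours at 37C. After MPER lysis, β-galactosidase reporter activity was read as FDG fluorescence (ex 480/em 540) after 30 minutes.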
PKM2 act: PKM2 (human) enzyme activation; P14618; purified PKM2, Kinase-Glo ATP luminescence, activation; response scale: 0% is enzyme alone, no compound; Potency, µM (doses to about 57.5 µM), for the others: top-dose activation, most hits filed as activators; 260,000 tested, 0.34% active; AID 1631; note: potency is the fitted concentration of half-maximal effect; % is set by controls: 0 for no effect and ±100 for the full control effect; nearly all actives have a fitted effect of over 55% in size
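Purified hPK-M2 (>95% pure) converted ADP (0.1 mM final) to ATP with 0.5 mM PEP in 50 mM imidazole pH7.2, KCl, MgCl2, Tween 20, BSA; 1 h at room temperature. ATP detected by Kinase-Glo luminescence.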
Chronic BCR inh: blocks chronic active B-cell receptor signaling; 340,000 tested, 0.05% active; Potency, µM (highest dose often 46.1 µM), for inactives: at the highest dose ratio change, negative = lower green/red ratio, most hits filed as inhibitors; ABC-DLBCL IkBa-CBG/CBR reporter, luminescence ratio, 4 h; AID 493014; active = well fitted inhibition curve with a large enough effect in the signal ratio, with a control signal flat, not every such curve was filed as active; inconclusive = small, poorly fitted or top-dose-only effect, or effect the other way, or a change in a side signal; the % refers to the signal ratio;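 note: potency is the fitted concentration of half-maximal effect; plate controls were basal doxycycline-induced cells for no effect and cells given 10 µM MG132 for full effect; MG132 reads +100%, hits lower the ratio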
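Cell line TMD8 (human ABC DLBCL), stably expressing tet-inducible CBG68-IkBa fusion and CBR; IMDM/0.5% FBS; cpd up to 46 uM; dox induction, 4 h, 37C/5% CO2; dual luminescence; green/red ratio; MG132 control.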
FBPA coupling cs: coupling enzyme interference in Giardia aldolase counter-screen | coupling enzyme system counterscreen, AmpLite Red fluorescence | activity change, negative = inhibition, % at 58.2 µM, hits read low | 290,000 tested, 0.67% active; in the data active = activity change below about -30%; note: % is set by controls: 0 for no effect and ±100 for the full control effect
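First, compound is pin-transferred into glyceraldehyde-3-phosphate coupling-enzyme reagent at 57.5 uM final and held 10 min at RT. Next, substrate, coupling system and AmpLite Red are added. After 20 min RT, fluorescence (525/598 nm) is read.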
B2AR arrestin: recruits beta-arrestin to the human beta2-adrenergic receptor; Potency, µM (top dose mostly 46.1 µM), for inactives: at the top dose activation, actives largely listed as activators; beta-arrestin recruitment to beta2AR, cell-based reporter; 330,000 tested, 0.02% active;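 note: potency is the fitted concentration of half-maximal effect; 0% = DMSO controls and full agonism = EC100 isoproterenol or metaproterenol; nearly all actives have a fitted effect of over 65% in size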
GALK inhibitor: blocks human galactokinase activity; AID 1868; 270,000 tested, 0.007% active; P51570; Potency, µM (titrated, usually from 57.5 µM), inactives show at the highest dose activity change, negative = inhibition, actives largely listed as inhibitors; Purified GALK, Kinase-Glo residual ATP luminescence; note: potency is the fitted concentration of half-maximal effect; % is set by controls: 0 for no effect and ±100 for the full control effect
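ATP-depletion format; final 35 uM ATP, 100 uM D-galactose, 5 nM enzyme; pH 8.0 HEPES/Mg2+ buffer; 60 min RT; luminescence read 10 min after detection reagent.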
ASM inhibitor: blocks human secretory acid sphingomyelinase. P17405. placental ASM, HMU-PC fluorogenic substrate, 60 min. Potency, µM (highest dose often 57.5 µM), for inactives: at the highest dose activity change, negative = inhibition, usual class: inhibitors. 340,000 tested, 0.006% active. AID 504937; note: potency is the fitted concentration of half-maximal effect
Target sequence (P17405 47-631 limits assumed): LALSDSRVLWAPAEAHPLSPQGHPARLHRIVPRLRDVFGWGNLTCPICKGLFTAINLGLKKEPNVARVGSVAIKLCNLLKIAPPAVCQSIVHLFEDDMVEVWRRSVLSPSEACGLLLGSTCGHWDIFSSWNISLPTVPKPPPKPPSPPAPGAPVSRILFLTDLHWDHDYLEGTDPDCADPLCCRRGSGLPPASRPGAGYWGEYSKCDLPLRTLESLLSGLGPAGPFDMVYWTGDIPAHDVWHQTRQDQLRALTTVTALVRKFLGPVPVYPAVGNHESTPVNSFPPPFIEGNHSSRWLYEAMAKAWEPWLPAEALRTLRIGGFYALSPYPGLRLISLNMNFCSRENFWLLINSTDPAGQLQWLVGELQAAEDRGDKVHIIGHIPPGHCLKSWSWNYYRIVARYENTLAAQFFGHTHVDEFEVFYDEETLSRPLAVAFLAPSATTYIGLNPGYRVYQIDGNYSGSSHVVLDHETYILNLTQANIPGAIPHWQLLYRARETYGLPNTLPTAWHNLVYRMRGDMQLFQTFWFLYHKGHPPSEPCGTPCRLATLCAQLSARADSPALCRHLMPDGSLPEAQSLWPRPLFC
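Steps: dispense placental human ASM, pin compound, wait 10 min at room temperature, add HMU-PC0 substrate at 9 uM final, incubate 60 min at 37 °C, add stop solution raising pH to 10, read fluorescence.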
Tb PFK block: T. brucei PFK enzyme inhibition | O15648 | T. brucei PFK, ADP-Glo luminescence | Potency, µM (highest dose often 57.5 µM), without a hit: at the highest dose activity, negative = inhibition, usual class: inhibitors | 330,000 tested, 0.17% active;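 note: potency is the fitted concentration of half-maximal effect; 0% = uninhibited 1x PFK enzyme wells and -100% = no-enzyme wells; nearly all actives have a fitted effect of over 60% in size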
Target sequence (O15648 whole entry, looked up): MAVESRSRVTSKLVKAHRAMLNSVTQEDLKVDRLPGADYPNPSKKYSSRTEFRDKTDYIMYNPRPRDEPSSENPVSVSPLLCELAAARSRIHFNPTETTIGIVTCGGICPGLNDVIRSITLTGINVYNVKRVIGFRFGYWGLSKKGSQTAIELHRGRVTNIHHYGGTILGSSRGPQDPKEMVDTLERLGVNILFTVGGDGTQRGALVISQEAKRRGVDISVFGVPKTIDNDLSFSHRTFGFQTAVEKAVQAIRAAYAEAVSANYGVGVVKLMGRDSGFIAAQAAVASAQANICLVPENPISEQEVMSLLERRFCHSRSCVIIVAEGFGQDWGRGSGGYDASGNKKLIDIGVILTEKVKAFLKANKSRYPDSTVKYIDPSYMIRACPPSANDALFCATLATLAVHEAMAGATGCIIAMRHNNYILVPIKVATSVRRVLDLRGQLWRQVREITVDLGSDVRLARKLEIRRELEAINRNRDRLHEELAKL
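PFK 1.25 nM, F6P 0.5 mM, ATP 0.1 mM, 0.1 M TEA pH 8.0, 5 mM MgCl2, 0.01% Tween20, 0.1% BSA; 45 min RT. ADP-Glo readout. qHTS titration up to 57 uM; curves fitted, compounds curve-classed.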
TSG101-PTAP inh: blocks PTAP/TSG101 interaction to inhibit HIV-1 budding; 340,000 tested, under 10 active; AID 493005; Fluorescence polarization, FITC-PTAP peptide / Tsg101 binding; Potency, µM (top dose mostly 115 µM), without a hit: at the top dose activity change, negative = inhibition, most hits filed as inhibitors; Q99816; active = well fitted inhibition curve with a large enough effect in the main read-out, with a control signal flat, not every such curve was filed as active; inconclusive = small, poorly fitted or top-dose-only effect, or effect the other way, or a change in a side signal; inactive = no such curve, though single readings can be large or run the other way; note: potency is the fitted concentration of half-maximal effect; % of control where 0% means no effect
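Tsg101 binding domain (10 uM final) was mixed with compound and a FITC-labeled PTAP peptide (50 nM final) in HEPES pH 7.5 buffer with NaCl, Tween 20, EDTA and TCEP; fluorescence polarization was read after 20 min at r.t.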
Menin-MLL TR inh: inhibitors of human menin-MLL interaction, mutant MLL peptide | O00255 | Menin + Texas Red MLL mutant peptide, fluorescence polarization | Potency, µM (series often up to 61.6 µM), without a hit: top-dose FP activity change, negative = inhibition, actives largely listed as inhibitors | 270,000 tested, 0.23% active | AID 1768; active = well fitted inhibition curve with a large enough effect in the polarisation, with a control signal flat, not every such curve was filed as active; inconclusive = small, poorly fitted or top-dose-only effect, or effect the other way, or a change in a side signal; inactive = no such curve, though single readings can be large or run the other way; the % refers to the polarisation; note: potency is the fitted concentration of half-maximal effect; % of control where 0% means no effect; many of its hits are not listed in these tables
Numbers without * were called inactive; i = inactive; ? = inconclusive; . = no result given; [ ] = dose if it differs, or a comment. Unless noted, calls come from the whole dose curve; as a rule, active = well fitted curve in the direction sought with a large enough effect; inconclusive = small, poorly fitted or top-dose-only effect, or another doubt; inactive = no such curve, though single readings can be large; an effect the other way counts as inactive or inconclusive. The list is partial; count on the stated rates, not on these rows.

SMILES,Giardia kill,a7 integrin act,PKM2 act,Chronic BCR inh,FBPA coupling cs,B2AR arrestin,GALK inhibitor,ASM inhibitor,Tb PFK block,TSG101-PTAP inh,Menin-MLL TR inh
Cc1ccc(NC(=O)N2CCCCCC2)cc1,-17,21%,0%,-8%,.,-0.1%,-2%,-1%,-4%,0%,.
O=C(/C=C/Nc1cccc(C(F)(F)F)c1)c1ccc(Oc2ncccn2)cc1,2,-15%,-1%,?,-4,6.1%,-3%,59%[activator],-9%,0%,?
S=C1NC[C@H](c2ccccc2)N1CCCCC1CCCCC1,-25,-1%,-3%,0%,1,-0.4%,-4%,-7%,-1%,-5%,.
COc1ccc(-c2csc(-c3cccs3)n2)c(OC)c1,1,0%,-8%,?,0,0.2%,-2%,3%,-2%,-2%,?
CCN1CCN(C(=O)c2ccc(C)c(S(=O)(=O)Nc3cccc(C)c3)c2)CC1,-11,1%,6%,1%,.,0.5%,-1%,5%,0%,-1%,.
COc1cc(C2NC(=O)NC(c3ccccc3)=C2C(C)=O)ccc1OCC#N (stereo not drawn),2,18%,-1%,-5%,3,-0.9%,1%,-4%,-9%,-10%,-9%
CCC(C)c1ccccc1NC(=O)c1cc2cccc([N+](=O)[O-])c2[nH]1 (stereo not drawn),15,-13%,-3%,?,-15,0.2%,1%,-16%,-15%,-5%,.
Cn1c(C(=O)N2CCN(c3ccc(Cl)cc3)CC2)cc2c(=O)[nH]c3ccccc3c21,6,-28%,-1%,2%,0,-0.8%,-4%,-12%,-4%,-1%,0%
CCCC(=O)Nc1ccccc1-c1nnc(SC)[nH]c1=O,30,12%,1%,-4%,4,0.3%,2%,-1%,-8%,-4%,5%[11.7 µM]
O=C(Nc1ccc(-c2nc3ccccc3[nH]2)cc1)c1cccc(N2C(=O)CCC2=O)c1,0,4%,-4%,1%,1,-0.3%,0%,.,-3%,3%,-14%
O=C(CNC(=O)c1cccs1)Nc1ccc2c(c1)OCCO2,-3,27%,.,-21%,.,-0.1%,.,-3%,-4%,-1%,.
COc1ccc(NC(=O)CN(C)C(=O)Cc2coc3cc(C)c(C)cc23)cc1,9,-17%,.,-8%,.,0.4%,.,-2%,12%,0%,.
COc1ccc(CCNC(=O)CC2SC(N)=NC2=O)cc1OC (stereo not drawn),-1,-25%,-1%,0%,1,0.2%,10%,2%,-2%,0%,-11%
Clc1ccccc1CSc1ncccn1,-6,-3%,-1%,?,-1,-0.5%,-1%,-3%,-2%,-8%,-22%
CCOC(=O)C1CCN(C(=O)CCCOc2ccccc2)CC1,1,-18%,-2%,?,1,-0.8%,-2%,6%,-1%,3%,.
CCN(CC(=O)Nc1ccccc1OC)C(=O)c1cc(-c2ccccc2)nn1-c1ccccc1,8,17%,.,?,.,-0.1%,.,.,-2%,0%,.
O=C(Nc1ccccc1C(=O)Nc1ccccc1)c1ccccc1F,1,0%,.,-1%,-1,0.4%,3%,-1%,0%,4%,?
COc1ccc(CNc2oc(-c3cccc4ccccc34)nc2C#N)cc1,-4,-8%,9%,14%,3,6.5%,0%,i,-1%,-1%,-4%
COC(=O)C1=C(N)OC2=C(C(=O)CC(C)(C)C2)C1c1ccccc1OC (stereo not drawn),-11,-5%,-3%,19%,0,0.0%,-1%,5%,-1%,-4%,-2%
CC1CCCC(NC(=O)COC(=O)c2cccc(NS(=O)(=O)/C=C/c3ccccc3)c2)C1C (stereo not drawn),-4,-19%,0%,-8%,1,-0.1%,0%,-6%,-2%,-1%,4%
CN(C)C(CNC(=S)Nc1cccc(Cl)c1)c1cccnc1 (stereo not drawn),-5,-6%,-7%,6%,1,-0.1%,0%,6%,-1%,3%,0%
O=C(NCC1CCCO1)c1ccc(COc2ccc(Cl)cc2)cc1 (stereo not drawn),1,17%,0%,-2%,-1,0.2%,2%,3%,-12%,-4%,3%
CN(C)S(=O)(=O)n1cc(/C=C(\NC(=O)c2ccccc2)C(=O)N2CCCC2)c2ccccc21,-13,?,.,0%,3,0.1%,-3%,-2%,2%,-9%,-7%
CC1C(=O)C(C)C(c2cccc(Br)c2)NC1c1cccc(Br)c1 (stereo not drawn),5,-3%,.,11%,1,-0.6%,4%,-10%,0%,-4%,27%
O=C(NCCCN=C1NS(=O)(=O)c2ccccc21)c1ccc(Cl)cc1,-15,-14%,0%,6%,1,-1.1%,0%,-6%,2%,-7%,18%
COc1ccc(NC(=O)Cc2ccc(Cl)c(Cl)c2)cn1,13,-7%,7%,?,0,0.0%,-4%,-1%,12µM*,0%,22%
COc1ccccc1NNC(=O)C(O)(c1ccccc1OC)c1ccccc1OC,-24,5%,-7%,?,-1,-0.4%,1%,2%,3%,1%,-13%
CCOC(=O)C(C(C)=O)C(c1ccc(OC)cc1)C(C(C)=O)C(=O)OCC (stereo not drawn),8,-23%,-5%,4%,2,0.1%,0%,1%,-9%,-2%,-5%
CCN1C(=O)CC(C(=O)OC)=C1C,20,-4%,4%,4%,-4,0.4%,1%,4%,-5%,-5%,8%
CCn1cc(C(=O)NCCCN2CCCCCC2)c(=O)c2cc(S(=O)(=O)N3CCc4ccccc4C3)ccc21,-10,-42%,0%,5%,4,0.2%,0%,-6%,5%,-5%,?
Cc1cc(C(=O)OCC(=O)c2cccs2)ccc1[N+](=O)[O-],4,9%,.,?,.,0.0%,.,-2%,-5%,-8%,.
O=C(C1CCCCC1)N(Cc1ccccc1)c1ccccn1,-7,19%,-17%,4%,1,0.0%,-3%,3%,0%,0%,-24%
Cc1cccc(NC(=O)c2cc(NC(=O)C3CCCCC3C(=O)O)ccc2Cl)n1 (stereo not drawn),-17,-17%,-10%,-1%,-1,0.3%,-4%,-1%,1%,-4%,10%
COC(=O)C1CCN(CC(=O)N(C)c2c(N)n(Cc3ccccc3)c(=O)[nH]c2=O)CC1,24,-3%,.,-4%,.,-0.9%,.,6%,0%,-7%,.
CCCn1cnc2c(=S)nc(N)[nH]c21,29,3%,-6%,6%,1,0.2%,-2%,-6%,-17%,2%,.
CCc1ccccc1NC(=O)c1cc2ncc(Br)cn2n1,3,-1%,4%,4%,-1,0.1%,-1%,6%,-29%,3%,3%
Cc1cccc(OCC(=O)N(C)c2c(N)n(Cc3ccccc3)c(=O)[nH]c2=O)c1C,0,27%,.,-13%,.,-0.1%,.,1%,-4%,-9%,.
O=C(CC(Cc1ccccc1)C(=O)O)Nc1cccc(C(F)(F)F)c1 (stereo not drawn),-23,0%,.,6%,5,-0.1%,0%,-1%,-1%,-3%,22%
O=C(CSc1nc(-c2ccccc2)nn1C(=O)c1ccccc1)Nc1cccc([N+](=O)[O-])c1,12,2%,-8%,?,0,-1.0%,3%,-13%,-4%,5%,82%[activator]
CN(Cc1ccccn1)Cc1nc(COc2ccccc2)no1,-7,-34%[inhibitor],-2%,-20%,4,0.0%,7%,1%,0%,3%,-3%
O=C(NCc1nc2ccccc2[nH]1)C1=C[C@H](c2coc3ccccc3c2=O)C[C@H](OCc2ccc(CO)cc2)O1,48[activator],?,0%,0%,3,-0.3%,1%,-4%,0%,1%,.
COc1ccc(CSc2nnc(-c3ccncc3)n2C)cc1F,-1,16%,.,4%,-1,0.1%,4%,-4%,6%,-1%,-19%
COc1ccc(/C=N/OCC(=O)N(Cc2ccc(OC)cc2)c2ccccc2C(=O)O)cc1,-15,-8%,-18%,6%,10,-0.5%,-1%,1%,0%,-2%,20%
CN(Cc1cc2ccccc2[nH]c1=O)C(=O)c1cccs1,4,-33%,-1%,-1%,0,-0.4%,3%,2%,3%,-4%,-6%
Cc1nccn1CCC1CCCCN1C(=O)CCc1nnc(-c2ccsc2)o1 (stereo not drawn),-18,-2%,-6%,?,2,0.8%,6%,4%,1%,-1%,-7%
